PLAP inhibitors HTS = PLAP enzyme inhibitors, biochemical, luminescence, HTS (AID 690); inhibition, % at 20 µM; hits with a dose series show IC50 in µM; purified PLAP, luminescent substrate; higher % means a stronger effect; hit rate 0.08% among 96,000; in the data active means a potency from the dose series; inactive means the rest, 99 in 100 with inhibition below about 30%; further: strong numbers were not always called active
MRP reversal = MRP-mediated drug resistance reversal; differential viability (reversal), % at 10 µM; hit rate 0.04% among 85,000; AID 602; H69AR cells + 2 uM doxorubicin, CellTiter-Glo, 72 h;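 active means viability drop by adding the cancer drug above about 55%, with treated viability meeting a 40% cutoff, limit read from the data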;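 further: viability without doxorubicin minus viability with 2 µM doxorubicin for each compound; larger differential means the compound sensitizes cells more to doxorubicin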
Bcl-B TR3 displacers = displacers of TR3 peptide from Bcl-B, primary screen, selectivity assay for Bfl-1 inhibitor project, biochemical, fluorescence polarization; one-dose displacement, % at 20 µM; IC50 in µM for titrated hits; hit rate 0.11% among 96,000; FP displacement of FITC-TR3 peptide from Bcl-B; higher % means a stronger effect;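 active means displacement above 50% at 20 µM plus a fluorescence interference ratio under 1.5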;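 further: plate controls were wells without compound for no effect and wells lacking Bcl-B protein for full effect; a part of the inactive calls stands beside numbers as strong as those of hits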
NFkB transloc pot = enhances IL-1B driven NFkB nuclear translocation; HUVEC IL-1B NFkB p65 nuclear translocation imaging; AID 819; hit rate 0.3% among 94,000; activation, % at 2 µM;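 active means activation above 40%, about the mean plus 3 SD, also judged a hit on visual image review; inconclusive means activation above 40% but not a hit on visual review; inactive means activation not above 40% and no visual hit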;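 further: percent activation is computed from the nuclear over cytoplasmic p65 intensity ratio; values of inactives mirror those of a sister screen read the other way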
NFkB transloc inh = blocks IL-1B driven NFkB nuclear translocation in HUVEC cells; HUVEC IL-1B NFkB p65 nuclear translocation imaging; inhibition, % at 2 µM; hit rate 0.43% among 94,000; AID 796;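 active means inhibition above about 30% together with a positive call from visual inspection of the well image, limit read from the data; inconclusive means inhibition above a set limit but visual check negative; inactive means inhibition not above a set limit, visual check negative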;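 further: nuclear over cytoplasmic p65 intensity ratio measured by imaging; 0% = IL-1B stimulated DMSO wells and 100% = unstimulated DMSO wells; values of inactives mirror those of a sister screen read the other way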
MRP reversal cytotoxicity = further read-out of MRP reversal, marked with its call; viability, %; H69AR cells, CellTiter-Glo, 72 h; measured here: cytotoxicity without doxorubicin
MRP reversal with doxorubicin = further read-out of MRP reversal, marked with its call; viability, %; measured here: viability with 2 uM doxorubicin; hits give low values
NFkB transloc inh cell count 2 µM = also measured in NFkB transloc inh; calls as there; cell count; measured here: cells passing quality filter;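 raw number of nuclei counted in each imaged well without normalization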
NFkB transloc pot cell count 2 µM = also measured in NFkB transloc pot; calls as there; cell count; measured here: cells passing quality filter
Active calls of the source: *; u = inconclusive; x = no result given.

structure,NFkB transloc pot,MRP reversal cytotoxicity,PLAP inhibitors HTS,MRP reversal with doxorubicin,NFkB transloc inh,MRP reversal,NFkB transloc inh cell count 2 µM,Bcl-B TR3 displacers,NFkB transloc pot cell count 2 µM
O=C(NC1(C(F)(F)F)NC(=O)N(Cc2ccco2)C1=O)c1cccs1 (configuration not stated),15.9,86.9,4.3%,96.4,-15.9,-9.5,98,-2.8%,98
Cc1ccc(NC(=O)Cc2ccc(F)cc2)cc1,1.3,91.4,-9.5%,80.1,-1.3,11.3,201,-1.4%,201
O=C(CSCc1ccc(Cl)cc1)N/N=C/c1ccc(Cl)cc1Cl,-7.0,x,13.4%,x,7.0,x,105,-1.2%,105
O=C(Nc1ccc(Cl)cc1)OC(CN1CCCCC1)C(F)(F)F (configuration not stated),-7.6,x,0.8%,x,7.6,x,137,1.0%,137
CS(=O)(=O)N1CCC(C(=O)NCC2CCCO2)CC1 (configuration not stated),23.4,97.0,7.4%,99.3,-23.4,-2.2,148,-12.4%,148
Cc1cc(NC(=O)CSc2nnc(C3CC3)n2C)no1,-4.8,98.9,-17.1%,101.2,4.8,-2.4,124,-13.2%,124
COc1ccc(C(=O)C2CCN(C(=O)c3ccco3)CC2)cc1,x,101.4,-6.0%,89.5,x,12.0,x,1.5%,x
CC(=O)c1ccc(NC(=O)C2(c3ccccc3)CCOCC2)cc1,17.7,88.7,-8.5%,99.3,-17.7,-10.6,60,-8.7%,60
N#CC1=C2SCN(Cc3ccccc3)CN2C(=O)CC1c1cccs1 (configuration not stated),0.8,90.7,-24.9%,63.5,-0.8,27.3,160,-2.1%,160
C=CCn1c(SCC(=O)N2CCCCC2)nc(O)cc1=O,21.3,92.1,14.1%,98.1,-21.3,-6.0,161,-5.3%,161
CCCN(CCC)S(=O)(=O)c1ccc(C(=O)N2CCCc3ccccc32)cc1,-5.2,76.9,-63.3%,74.1,5.3,2.8,162,11.4%,162
Cc1ccc(N=Cc2sc(O)c3ccccc23)c(C)c1,22.3,x,7.2%,x,-22.3,x,147,61.0%,147
CC(=NCC1CCCO1)C1=C(O)CC(C)(C)CC1=O (configuration not stated),u,x,22.9%,x,-43.1,x,125,3.6%,x
Cc1nc2cc(NC(=O)NCc3ccco3)ccc2o1,1.2,98.9,2.8%,97.2,-1.2,1.7,148,-4.1%,148
O=C(CCc1ccc(Oc2cc([N+](=O)[O-])cc([N+](=O)[O-])c2)cc1)N1CCCCC1,x,x,-42.5%,x,x,x,x,13.4%,x
CCc1cc(C(=O)Cc2cnn(-c3ccccc3)c2)c(O)cc1O,-0.2,82.9,-16.5%,86.2,0.2,-3.3,149,-5.9%,149
O=c1c2ccccc2oc2nc(-c3ccco3)n(CCc3ccccc3)c(=O)c12,x,87.1,16.7%,85.0,x,2.1,x,1.3%,x
CC(=O)Oc1ccc(/C=N/NC(=O)C2CCCN2S(=O)(=O)c2ccc(Cl)cc2)cc1 (configuration not stated),11.8,x,1.9%,x,-11.8,x,163,13.9%,163
Cc1nc([N+](=O)[O-])c(N2CCN(Cc3ccccc3)CC2)n1Cc1ccccc1,0.7,86.8,-49.6%,79.5,-0.7,7.3,178,2.4%,178
C=CCNC(=S)NNC(=O)c1cccn(Cc2ccc(Cl)cc2Cl)c1=O,22.9,x,-20.8%,x,-22.9,x,192,-4.5%,192
CCCCc1c(O)nc(SCC(=O)Nc2ccc3c(c2)CCC3)[nH]c1=O,x,94.7,-14.4%,86.8,x,7.9,x,-9.6%,x
CC(=O)NC(=O)NC1OC(=O)C(Cl)=C1Cl (configuration not stated),-19.7,59.8,-10.5%,71.6,19.7,-11.8,127,6.6%,127
Cc1ccc(C)c(N2CCN(C(=O)CCS(=O)(=O)c3cccc4nonc34)CC2)c1,x,78.2,-31.8%,84.5,x,-6.3,x,1.5%,x
O=C(CCc1ccc(S(=O)(=O)N2CCCCC2)cc1)c1nnc(-c2ccccc2)o1,x,85.0,-30.4%,80.6,x,4.4,x,-8.1%,x
COC(=O)c1ccc(NC(=O)CSc2nc3cccnc3n2C)cc1,16.2,67.4,x,81.0,-16.2,-13.6,132,x,132
CC(=O)Nc1cccc(NC(=O)C2CCCN2C(=O)Nc2cccc(C)c2)c1 (configuration not stated),5.3,99.8,1.6%,86.6,-5.3,13.2,147,7.6%,147
COc1ccc(N2CS(=O)(=O)/C(=C/N(C)C)C2=O)cc1,-2.7,x,-8.7%,x,2.7,x,191,7.5%,191
COC(=O)CCC(=O)NNC(=O)c1ccc(Br)cc1,16.1,x,-4.9%,x,-16.1,x,126,0.7%,126
COC(=O)COc1cccc(NC(=O)c2cccs2)c1,-7.8,93.3,6.8%,77.2,7.8,16.1,104,-6.6%,104
CCn1c(-c2ccccc2Cl)nn(CC(=O)Nc2ccccc2OC)c1=S,-4.0,x,0.7%,x,4.0,x,179,8.1%,179

The closing two entries of the part before open the next one.
structure,NFkB transloc pot,MRP reversal cytotoxicity,PLAP inhibitors HTS,MRP reversal with doxorubicin,NFkB transloc inh,MRP reversal,NFkB transloc inh cell count 2 µM,Bcl-B TR3 displacers,NFkB transloc pot cell count 2 µM
COC(=O)COc1cccc(NC(=O)c2cccs2)c1,-7.8,93.3,6.8%,77.2,7.8,16.1,104,-6.6%,104
CCn1c(-c2ccccc2Cl)nn(CC(=O)Nc2ccccc2OC)c1=S,-4.0,x,0.7%,x,4.0,x,179,8.1%,179
CCC(C)(C)n1nnnc1C(c1ccc(O)c(OC)c1)N1CCc2ccccc2C1 (configuration not stated),2.1,34.1,-11.6%,48.6,-2.1,-14.5,147,3.3%,147
Cc1ccc(C2c3c(oc4ccccc4c3=O)C(=O)N2c2nnc(C)s2)o1 (configuration not stated),-2.5,x,x,x,2.5,x,110,x,110
CC1=C(C(N)=O)C(c2ccccn2)n2nc(-c3ccccc3Cl)nc2N1 (configuration not stated),-35.5,94.0,-11.2%,97.0,35.5*,-3.0,58*,0.7%,58
O=c1c2cccnc2[nH]c(=S)n1CCC1=CCCCC1,-6.1,38.0,-8.4%,50.4,6.1,-12.4,182,-1.8%,182
COc1ccc(N2C(=O)CC(Nc3cccc(C(C)=O)c3)C2=O)cc1OC (configuration not stated),-6.3,x,-72.9%,x,6.3,x,157,3.7%,157
Cc1noc2ncnc(Oc3ccccc3)c12,-7.8,x,-14.8%,x,7.8,x,128,-2.7%,128
C=CCn1c(-c2cc(OC)c(OC)c(OC)c2)n[nH]c1=S,5.7,76.2,-12.2%,91.9,-5.7,-15.7,83,2.9%,83
N#CCCN1CCN(S(=O)(=O)c2ccc(S(=O)(=O)NC3CCCCC3)cc2)CC1,19.0,100.7,-8.2%,86.1,-19.0,14.6,61,-1.8%,61
Clc1ccc(C2C3=C(Nc4ncnn42)c2ccccc2CC3)cc1 (configuration not stated),6.0,13.4,-52.1%,13.2,-6.0,0.3,199,-4.1%,199
Nn1cnnc1N/N=C/c1cc([N+](=O)[O-])c(Cl)cc1Cl,4.7,92.9,2.0%,85.0,-4.7,8.0,196,0.2%,196
C=C(C)c1ccc(C(C)(C)NC(=O)N(Cc2ccccc2)Cc2ccco2)cc1,8.7,x,-10.5%,x,-8.7,x,120,-0.6%,120
Cc1ccc2c(c1)N(CC(=O)O)C(=O)CO2,-6.3,98.6,7.7%,93.6,6.3,5.0,119,1.0%,119
O=C(Nc1nc(-c2ccccc2)cs1)C1CCCCN1S(=O)(=O)c1ccccc1 (configuration not stated),-7.5,57.2,7.5%,78.4,7.5,-21.2,116,-18.0%,116
Cc1ccccc1-n1c(SCc2c(C)noc2C)nnc1-c1cccnc1,5.3,94.8,-36.0%,86.2,-5.3,8.6,168,43.2%,168
CCOC(=O)COc1c(Br)cc(/C=C2\SC(=O)N(CC(=O)N3CCCC3)C2=O)cc1OC,4.9,x,-29.3%,x,-4.9,x,217,0.9%,217
COc1cc(C(=O)NCCc2cn3ccccc3n2)cc(OC)c1OC,6.0,88.7,-6.6%,89.7,-6.0,-1.0,73,0.8%,73
Cn1ncc([N+](=O)[O-])c1C(=O)Nc1ccn(Cc2ccccc2F)n1,-4.2,x,1.3%,x,4.2,x,167,7.5%,167
COc1ccc(NC(=O)CN2CCC(n3c(C)nc4cc(F)ccc43)CC2)c(OC)c1,10.9,98.9,-7.4%,93.8,-10.9,5.1,133,-10.1%,133
CCOC(=O)CNC(=O)CSc1nc2cccnc2n1CC,2.1,96.2,x,79.7,-2.1,16.5,120,x,120
CCn1c(O)c(N=NC2=NC(=O)CS2)c2ccccc21,1.0,x,10.0%,x,-1.0,x,128,6.1%,128
Nc1nc(SCC(=O)Nc2ccccc2-c2ccccc2)n[nH]1,-2.4,89.9,-47.2%,80.8,2.4,9.1,168,-1.1%,168
O=C(Nc1nc2c(s1)CCCC2)c1ccc(Br)s1,x,54.6,24.5%,58.5,x,-3.9,x,-9.0%,x
COc1ccc(-c2cc(C(=O)N3CCCc4ccccc43)no2)cc1OC,2.7,66.7,-8.0%,76.7,-2.7,-9.9,147,10.3%,147
Cc1nn(C)cc1CNC(=O)c1ccccc1Br,-13.7,90.7,-2.8%,90.6,13.7,0.1,103,-0.4%,103
Cc1ccc(S(=O)(=O)CC(=O)N(C)C)cc1,-14.1,96.3,x,93.2,14.1,3.1,91,x,91
Clc1ccc(OCc2cnc(Cl)s2)cc1,2.2,x,-0.7%,x,-2.2,x,142,-5.9%,142
NC(=O)CSc1nnc(-c2ccco2)n1N,-0.8,95.9,23.3%,107.6,0.8,-11.7,180,15.7%,180
O=C(Nc1nnc(C2CC2)s1)c1cc(-c2ccccc2)nn1-c1ccccc1,x,81.7,-89.5%,92.8,x,-11.1,x,-9.3%,x
CCCS(=O)(=O)N1CCN(C(=O)c2ccccc2F)CC1,-5.9,109.4,x,106.2,5.9,3.2,127,x,127
C=CCOC(=O)c1ccc(-n2cncn2)nc1,10.0,100.3,11.2%,97.4,-10.0,2.9,94,0.5%,94

(more compounds)
structure,NFkB transloc pot,MRP reversal cytotoxicity,PLAP inhibitors HTS,MRP reversal with doxorubicin,NFkB transloc inh,MRP reversal,NFkB transloc inh cell count 2 µM,Bcl-B TR3 displacers,NFkB transloc pot cell count 2 µM
c1ccc2c(c1)NC(c1ccncc1)n1c-2nc2ccccc21 (configuration not stated),12.1,64.7,x,61.8,-12.1,2.9,136,-4.3%,136
CC(=O)c1cc2c(cc1NC(=O)CCn1cccc1)OCO2,-6.1,96.9,1.5%,108.8,6.1,-12.0,112,-4.6%,112
COc1ccc2nc(C)[nH]c(=O)c2c1,4.7,82.5,10.5%,78.6,-4.7,4.0,179,2.2%,179
O=C(NC1CCCCC1)C(c1cccs1)N(CC1CCCO1)C(=O)c1csnn1 (configuration not stated),11.7,87.3,-16.2%,85.1,-11.7,2.2,207,1.2%,207
COc1cc(SC)ccc1C(=O)Nc1ccc2c(c1)CCN2S(C)(=O)=O,-12.7,87.2,14.8%,76.2,12.7,11.0,126,3.9%,126
Cn1c(=O)c(=O)n(C)c2cc(S(=O)(=O)N3CCc4ccccc43)ccc21,22.9,73.6,19.8%,66.1,-22.9,7.5,122,-69.9%,122
CC1CCN(C(=O)CSc2nnc(Cc3cccn3C)n2CCc2ccccc2)CC1,x,91.3,-43.2%,81.5,x,9.9,x,-1.8%,x
O=C(CSc1cn(CCNC(=O)c2ccccc2)c2ccccc12)NCc1ccco1,x,80.8,-50.5%,75.9,x,5.0,x,7.0%,x
Clc1ccc(NC2=NCCCCC2)cc1,-1.4,94.3,14.0%,109.0,1.4,-14.7,60,9.4%,60
COc1ccc(S(=O)(=O)N2CCC(C)CC2)cc1Br,8.7,97.5,6.8%,89.6,-8.7,8.0,139,3.4%,139
COc1ccc(-c2csc(NC(=O)c3nc(-c4ccccc4)oc3C)n2)cc1,8.4,x,2.1%,x,-8.4,x,169,-29.6%,169

Assay outcomes as filed in PubChem.

Only part of the results is shown; count on the stated rates, not on these rows.
